# TbPYK inhibitor = blocks Trypanosoma brucei pyruvate kinase; Q57TT1; TbPYK enzyme, Kinase-Glo Plus ATP luminescence, 45 min; Potency, µM (doses to about 76.8 µM), for the others: top-dose activity, negative = inhibition, most hits filed as inhibitors; actives 0.12% (n = 410,000); AID 624173; also: nearly all actives have a fitted effect of over 50% in size
#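 ADP (130 uM final) triggers the TbPYK reaction after compound addition; incubation is 45 min at room temperature. Kinase-Glo Plus is then added and luminescence imaged. Normalized data are fitted to concentration-effect curves.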
# Sm TGR block = inhibitors of Schistosoma mansoni thioredoxin glutathione reductase; Potency, µM (titrated, usually from 114 µM), inactives show top-dose activity change, negative = inhibition, actives largely listed as inhibitors; AID 485364; Q962Y6; actives 3% (n = 360,000); purified TGR, DTNB reduction, TNB absorbance 405 nm; also: nearly all actives have a fitted effect of over 60% in size
#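 TGR 20 nM + NADPH 100 uM (dispensed conc.), cpd preinc 15 min RT; start with NADPH (500 uM addition) then DTNB (15 mM addition). Kinetic TNB absorbance, 405 nm filter. Four-parameter Hill fit across titration.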
# An asterisk follows results filed as active; ? = inconclusive; [ ] = another dose, or the depositor's remark. Calls follow the shape of the dose curve; as a rule, active = well fitted curve in the direction sought with a large enough effect; inconclusive = small, poorly fitted or top-dose-only effect, or another doubt; inactive = no such curve, though single readings can be large; an effect the other way counts as inactive or inconclusive. % is scaled to controls: 0 for no effect and ±100 for the full control effect; potency is read from the fitted curve at half-maximal effect.
SMILES,TbPYK inhibitor,Sm TGR block
O=C(Cn1ccc2cc(S(=O)(=O)N3CCCCC3)ccc21)NCc1cccc(Cl)c1,4%,0%
CNC(=O)c1ccc(Nc2nnc(-c3ccc(C)c(S(=O)(=O)N4CCOCC4)c3)c3ccccc23)cc1,1%,4%
CN(C)c1ccc(CNC(=O)C2CCCN(S(=O)(=O)c3ccc4c(c3)CCCC(=O)N4)C2)cc1 (stereo unspecified),3%,-9%
Cn1cc(-c2cc3n(n2)CCC(=O)N3CCCC(=O)Nc2ccccc2F)c2ccccc21,-2%,15%
CCOc1ccc(C(CC(=O)Nc2cc(C)c(Cl)cc2OC)N2Cc3ccccc3C2=O)cc1OC (stereo unspecified),-6%,1%
Cc1ccc(CCNC(=O)CCCn2c(=O)c3ccccc3n(Cc3ccccc3C#N)c2=O)cc1,1%,1%
CCN(CC)c1ccc(NC(=O)CSc2nc(-c3cccs3)cc(C(F)(F)F)n2)cc1,-18%,-1%
Cc1c(C(=O)Nc2ccc(F)cc2)sc2nc[nH]c(=O)c12,-1%,-15%
COc1ccc(-c2nn(CC(=O)NCc3ccccc3)c3c2cnc2ccc(F)cc23)cc1,0%,20%
O=c1[nH]c(SCc2ccc(Br)cc2)nc2c1CCCC2,7%,-2%

# Next part (5 carried over from the part before).
SMILES,TbPYK inhibitor,Sm TGR block
Cc1ccc(CCNC(=O)CCCn2c(=O)c3ccccc3n(Cc3ccccc3C#N)c2=O)cc1,1%,1%
CCN(CC)c1ccc(NC(=O)CSc2nc(-c3cccs3)cc(C(F)(F)F)n2)cc1,-18%,-1%
Cc1c(C(=O)Nc2ccc(F)cc2)sc2nc[nH]c(=O)c12,-1%,-15%
COc1ccc(-c2nn(CC(=O)NCc3ccccc3)c3c2cnc2ccc(F)cc23)cc1,0%,20%
O=c1[nH]c(SCc2ccc(Br)cc2)nc2c1CCCC2,7%,-2%
Cc1cccc(OCCSc2nc3ccc(NC(=O)COc4ccccc4C)cc3s2)c1,4%,-9%
CCCCCn1c(CCNC(=O)c2cccc(C)c2)nc2ccccc21,-2%,6%
Cc1ccc2c(c1)N(C(=O)N1CCC(C(=O)NC3CCCCCC3)CC1)CCO2,-2%,0%
COc1ccc(C2C=C(c3ccccc3)Nc3nc(NC(=O)/C=C/c4ccccc4OC)nn32)cc1 (stereo unspecified),-10%,-12%
COc1ccccc1N1CCN(C(=O)c2cn(C)c3ccc(S(=O)(=O)N(C)C4CCCCC4)cc3c2=O)CC1,2%,4%
Cn1cc(S(=O)(=O)c2cccc(Cl)c2)c(=O)c2cc(F)c(N3CCN(c4ccccc4)CC3)cc21,-3%,-7%
COC(=O)c1cc2oc3ccccc3c2n1Cc1nc(-c2ccc(Cl)cc2)oc1C,3%,2%
Cc1ccccc1N1CC(c2nc3ccccc3n2CCC2CCCCC2)CC1=O (stereo unspecified),0%,-11%
Cc1ccc(NC(=O)CN2C=NS(=O)(=O)c3ccccc32)c(C)c1,3%,2%
CCN1C(=O)C(Cc2nc3ccccc3c(=O)n2-c2ccccc2)c2cc(Br)ccc21 (stereo unspecified),1%,1%
CCOc1ccc(-c2cccc(NS(=O)(=O)c3ccccc3C(F)(F)F)c2)nn1,7%,0%
CCCCn1c(CNC(=O)C23CC4CC(CC(C4)C2)C3)nnc1SCC(=O)Nc1ccc(C)cc1,-9%,-7%
Cc1ccc(-c2nonc2NC(=O)c2ccc(F)cc2)cc1C,0%,-1%
COc1ccc(OCc2ccc(-c3nc(C#N)c(NCc4cccnc4)o3)o2)cc1,3%,-4%
CCOC(=O)c1cccc(NC(=O)CSc2nc3cc4ccccc4cc3[nH]2)c1,4%,5%
COc1ccc(-c2cnc(C)o2)cc1S(=O)(=O)Nc1cccc(C(F)(F)F)c1,-2%,-7%
CCOc1ccc(C2NC(=O)c3c(COC)cc(C)nc3N2Cc2ccccc2)cc1OC (stereo unspecified),4%,0%
CCCCCn1cc2c(c1-c1ccc(Cl)cc1)c(=O)n(C)c(=O)n2C,-3%,2%
O=C(CNS(=O)(=O)c1cccs1)N1CCN(c2ccccc2Cl)CC1,5%,-8%
COc1ccc(-n2cc(C(=O)NCCc3cc(OC)ccc3OC)c3ccccc3c2=O)cc1,4%,-1%
COc1ccc(CCNc2nc3c(-c4cccc(C(F)(F)F)c4)nnn3c3ccccc23)cc1OC,3%,0%
CC(=O)Nc1ccc(S(=O)(=O)NCCc2csc3nc(-c4ccc(Cl)cc4)nn23)cc1,1%,10%
COc1ccc(-c2nc(CSCC(=O)NCc3ccccc3Cl)c(C)o2)cc1OC,-1%,-3%
CCOc1ccc(NS(=O)(=O)c2cc3c(cc2Cl)NC(=O)CO3)cc1,0%[15.4 µM],3%
COc1ccc(C(=O)/C=C/c2cn(CC(O)CN(CC(C)C)CC(C)C)c3ccccc23)cc1 (stereo unspecified),0%,1%
O=C(CN1CCN(Cc2cccc(Cl)c2)C1=O)NCc1ccc(F)cc1,-3%,13%
Cc1ccc2c(c1)N(C(=O)CCC(=O)NCc1ccccc1Cl)CC(C)O2 (stereo unspecified),1%,-9%
Cc1ccc(-n2c(=O)c3c(cnn3C)n(CC(=O)Nc3ccc(C)cc3C)c2=O)cc1,0%,0%
Cc1cc2c(cc1NS(=O)(=O)c1ccc(F)cc1)n(C)c(=O)c(=O)n2C,-4%,5%
COc1ccc(OC)c(NC(=O)c2cnc(Nc3ccc(C)c(Cl)c3)c3ccccc23)c1,9%,2%
O=S(=O)(c1ccc2ccccc2c1)n1nc(-c2ccco2)nc1NCc1ccc(F)cc1,0%,?
CCSc1nnc(NC(=O)c2cccn(Cc3ccccc3Cl)c2=O)s1,1%,3%
Cc1ccc(-n2nc(C)c3c(C)cc(=O)n(CC(=O)NC(C)C)c32)cc1,5%,-1%
CCCN1C(C(=O)c2ccccc2)=C(OC(=O)C(C)(C)C)c2ccccc2S1(=O)=O,-9%,2%
COc1cccc(CNC(=O)C(=O)Nc2c3c(nn2-c2ccccc2)CSC3)c1,1%,-13%
COc1cc(NC(=O)CSc2cc(=O)n(C)c3ccccc23)cc(OC)c1OC,-8%,-2%
O=C1CCCc2[nH]c(=O)c(-c3nc(-c4cccc([N+](=O)[O-])c4)cs3)cc21,1%,9%
Cn1c(=O)c2c(-c3ccccc3)n3c(c2n(C)c1=O)C(c1cccc([N+](=O)[O-])c1)Nc1ccccc1-3 (stereo unspecified),1%,-29%
COc1ccc(-c2nnc(C3CCN(S(=O)(=O)c4cccc(Cl)c4)CC3)o2)cc1,?,-11%
O=C(CSc1nc2ccccc2n1Cc1ccccc1)N1CCN(c2ccc(F)cc2)CC1,-5%,8%
COc1ccc(-c2nc3sc(CCNC(=O)C(C)(C)C)c(C)n3n2)cc1,3%,-1%
COc1ccc(C2c3cc(OC)c(OC)cc3CC(=O)N2c2ccc(C)c(F)c2)cc1 (stereo unspecified),-7%,11%
Cc1ccc(F)c(NC(=O)Nc2ccc3snnc3c2)c1,-6%,23%
Cc1ccc(NC(=O)CCCn2c(=O)c3cccn3c3cccnc32)c(C)c1,-2%,-2%
COc1ccccc1CNC(=O)c1ccccc1NC(=O)c1nsc2ccccc12,-3%,1%
CCOC(=O)c1cnc(NCc2ccccc2OC)c2ccccc12,-19%,0%
CC1CN(S(=O)(=O)c2ccc3c(c2)NC(=O)CC(=O)N3)c2ccccc2O1 (stereo unspecified),2%[15.4 µM],20%
CC(=O)c1ccc(NC(=O)c2ccc(-c3nc(CSc4ccc(C)cc4)c(C)o3)cc2)cc1,2%,-22%
COc1ccccc1CCNC(=O)C(=O)NCC(c1cccs1)S(=O)(=O)c1cccs1 (stereo unspecified),-8%,?
Cc1cc(=O)n(Cc2ccc(Br)cc2F)c2c1c(C)nn2-c1ccccc1,0%,13%

# Carrying on.
SMILES,TbPYK inhibitor,Sm TGR block
COc1ccccc1N1CCN(S(=O)(=O)c2cc(C(=O)Nc3ccc(Oc4ccccc4)cc3)ccc2F)CC1,2%,5%
Cc1cccc(-n2c(=O)c3c4c(sc3n3c(C)nnc23)CCCC4)c1,2%,5%
Cc1ccc(C(=O)N2CCC(C(N)=O)CC2)cc1NC(=O)c1nsc2ccccc12,7%,-2%
CCN1C(=O)C2(c3ccccc31)c1c(oc3ccccc3c1=O)C(=O)N2CCOC (stereo unspecified),1%,5%
CCOc1ccc(CNC(=O)Cn2nc(C)c3nn(-c4ccc(Cl)cc4)c(C)c3c2=O)cc1,1%,5%
CN(Cc1ccccc1)C(=O)CSc1nc(-c2ccc(F)cc2)cc(C(F)(F)F)n1,-2%,1%
CCOc1ccc(NC(=O)CCS(=O)(=O)c2cc3c4c(c2)CCN4C(=O)CC3)cc1,-7%,-5%
CCc1nnc(NC(=O)CSc2nccn2Cc2ccc(Cl)cc2)s1,-14%,-16%
CCCNC(=O)CN1C(=O)COc2ccc(S(=O)(=O)N3CCCC3)cc21,11%,0%
COc1cc(C(=O)Oc2c(Sc3ccc(C)cc3)c(C)nn2-c2ccccc2)cc(OC)c1OC,-9%,-14%

# Complete entries, looked up by structure.
# Cc1ccc(C(=O)N2CCC(C(N)=O)CC2)cc1NC(=O)c1nsc2ccccc12 is listed with TbPYK inhibitor = 7%; Sm TGR block = -2%
# CN(Cc1ccccc1)C(=O)CSc1nc(-c2ccc(F)cc2)cc(C(F)(F)F)n1 is listed with TbPYK inhibitor = -2%; Sm TGR block = 1%

# Further structures:
SMILES,TbPYK inhibitor,Sm TGR block
CCCCOc1ccc(-c2nn(-c3ccccc3)cc2C2NC(=O)NC(C)=C2C(=O)OC)cc1 (stereo unspecified),4%,-2%
O=C(Nc1cccc(C(F)(F)F)c1)c1cc(-c2ccc(Cl)cc2)on1,0%,26%
COC(=O)CNC(c1ccccc1)c1cc(Br)ccc1NC(=O)c1ccccc1 (stereo unspecified),4%,5%
CCS(=O)(=O)NCCc1csc2nc(-c3ccc(C)cc3)nn12,1%,3%
Cc1ccc(Cl)cc1NS(=O)(=O)c1ccc2c(c1)NC(=O)CCS2,0%,-5%
CCOC(=O)c1c(S(=O)(=O)NCC(=O)Nc2cccc(SC)c2)c(C)n(C)c1C,-7%,1%
CSc1ccc(CCNC(=O)c2cc(C)nc3c2c(C)nn3-c2cccc(F)c2)cc1,-3%,7%
CCOc1ccc(CNC(=O)CCn2c(=O)c3cccn3c3cccnc32)cc1,1%,-15%
Cc1ccccc1C(=O)NCc1nc(-c2ccc(Cl)cc2)no1,2%,8%
COc1ccc(-c2nnn3c2nc(NCCc2ccc(OC)c(OC)c2)c2ccccc23)cc1,0%,-1%
COc1cc(C2CC(=O)Nc3c2c(=O)n(C)c2ncnn32)cc(OC)c1OC (stereo unspecified),8%,7%
Cc1ccc(-c2noc(-c3nnn(CC(=O)Nc4cc(Cl)ccc4C)c3N)n2)cc1,10%,2%
Cc1ccc2c(c1)C(=O)OC(C(=O)Nc1ncc(Cc3ccc(Cl)cc3)s1)C2 (stereo unspecified),5%,2%
O=C(Cn1ncc2c(=O)oc3ccccc3c21)NCc1ccc(Cl)cc1,-1%,-7%
COc1ccccc1NC(=O)CSc1nc(-c2ccc(C(C)(C)C)cc2)c(C#N)c(=O)[nH]1,-7%,?
CCOc1ccc(NC(=O)CN2CCN(CC(=O)Nc3ccc(N(CC)CC)cc3)CC2)cc1,-9%,1%
Cc1cccc(N(C)S(=O)(=O)c2nnc(NC(=O)C(C)(C)C)s2)c1,0%,7%
Cc1oc2ccc(O)c(CN3CCCC3)c2c1C(=O)Nc1cccc(Cl)c1C,2%,7%
CC(C)OC(=O)c1c(NC(=O)C2c3ccccc3Oc3ccccc32)sc2c1CCCC2,-6%,7%
CCOc1ccc(CNS(=O)(=O)c2ccc3c(c2)CC(C)N3C(C)=O)cc1OC (stereo unspecified),-8%,1%
CCNC(=O)c1ccc2c(c1)nc1n2CCCCC1,-14%,?
Cc1ccccc1NC(=O)/C(C#N)=C/c1ccc(Cl)cc1Cl,2%,0%
CCOC(=O)c1cccc(NC(=O)NC(C)c2c(-n3cccc3)sc3c2CCN(C)C3)c1 (stereo unspecified),4%,-19%
CCCCN(CC)CCNC(=O)C1CCN(c2nnc(C)c3c(C)n(-c4ccc(C)cc4)nc23)CC1,-5%,-10%
O=C(CSc1oc(-c2ccco2)nc1S(=O)(=O)c1ccc(Br)cc1)c1ccccc1,-9%,-14%
CC(C)(C)C(=O)Nc1nc2nc(-c3ccccc3)cc(=O)n2[nH]1,0%,-2%
CC(=O)c1ccc(NC(=O)COc2ccccc2-c2nc(-c3cccc(C)c3)no2)cc1,-6%,-6%
c1ccc(Nc2c(-c3ccccc3)nc3ncccn23)cc1,-7%,-2%
CCOCCCNC(=O)Cn1ncc2c([nH]c3ccccc32)c1=O,-2%,7%

# Only part of the results is shown; the hit share may differ from the screen's.
